High-throughput results from PubChem BioAssay.
GLP-1R agonist = qHTS of GLP-1 Receptor Agonists. Glucagon-like peptide 1 receptor (Homo sapiens), P43220. HEK293 GLP-1R CRE-luciferase, luminescence, 4-6 h; cells express a hypersensitive GLP-1R form. Potency, µM (series often up to 45.6 µM), for inactives: at the highest dose activation, actives largely listed as activators. hit rate 0.007% among 380,000. AID 624172, 2012; further: potency means the concentration at half of the fitted maximal effect; % of control where 0% means no effect
Target sequence (P43220 whole entry, looked up): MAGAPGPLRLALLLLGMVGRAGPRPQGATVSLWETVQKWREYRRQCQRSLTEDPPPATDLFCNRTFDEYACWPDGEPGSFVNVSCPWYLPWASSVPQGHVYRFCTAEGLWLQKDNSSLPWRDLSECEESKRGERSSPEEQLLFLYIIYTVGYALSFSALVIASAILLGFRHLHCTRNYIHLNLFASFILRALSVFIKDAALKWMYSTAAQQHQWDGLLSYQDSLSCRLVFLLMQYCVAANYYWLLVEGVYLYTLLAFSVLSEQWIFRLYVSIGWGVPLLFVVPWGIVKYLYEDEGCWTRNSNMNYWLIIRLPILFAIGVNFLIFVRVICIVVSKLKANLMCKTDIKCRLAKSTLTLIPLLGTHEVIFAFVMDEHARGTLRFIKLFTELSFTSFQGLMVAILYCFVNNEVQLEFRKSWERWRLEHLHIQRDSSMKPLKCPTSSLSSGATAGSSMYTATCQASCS
TDP43 rescue = qHTS of TDP-43 Inhibitors. Potency, µM (doses to about 46.1 µM), for inactives: top-dose growth rescue (activation), most hits filed as activators. TDP-43 expressing yeast growth rescue, BacTiter-Glo, 24 h. hit rate 1.8% among 410,000; further: potency means the concentration at half of the fitted maximal effect; % of control where 0% means no effect; nearly all actives have a fitted effect of over 50% in size
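Yeast cells expressing TDP-43 under galactose induction are exposed to compounds for 24 hr at 30 deg C. BacTiter-Glo luminescence measures growth, so protective compounds score as activators.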
D3 ag = qHTS of D3 Dopamine Receptor Agonist: qHTS. D3R DiscoveRx beta-arrestin cells, luminescence, 90 min. max activation, %. hit rate 0.58% among 410,000. AID 652048, 2013; in the data active means max activation above about 30%; further: 0% is about no effect; mostly tested at two doses, the higher about 12 µM
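Agonist-mode cell screen: cells plated at 1500/well and incubated overnight at 37 °C, then exposed to library compounds for 90 min at 37 °C. Detection reagent was added for 30–60 min at room temperature, and luminescence was read.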
GLP1R inv ag = qHTS of GLP-1 Receptor Inverse Agonists (Inhibition Mode); HEK293 GLP-1R CRE-luciferase, luminescence, 24 h; GLP-1R form is constitutively active; Potency, µM (doses to about 38.3 µM), inactives show top-dose activity change, negative = inhibition, actives largely listed as inhibitors; Glucagon-like peptide 1 receptor (Homo sapiens), P43220; hit rate 1.6% among 410,000; further: potency means the concentration at half of the fitted maximal effect; on the % scale 0 is the no-effect control and ±100 the full control effect; nearly all actives have a fitted effect of over 55% in size
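Cells are plated, allowed 12 hours at 37 deg C, then treated with compounds for 24 hr before luciferase detection reagent is added and luminescence is read after 12 min at room temperature. The HEK293 line carries constitutively active GLP-1R with a cAMP-responsive reporter.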
aSyn yeast inh = qHTS of alpha-syn Inhibitors | Potency, µM (doses to about 46.1 µM), for the others: at the top dose growth rescue (activation), most hits filed as activators | hit rate 0.14% among 370,000 | AID 652106, 2013 | Yeast expressing alpha-synuclein, growth rescue, BacTiter-Glo, 24 h; further: potency means the concentration at half of the fitted maximal effect; % of control where 0% means no effect; nearly all actives have a fitted effect of over 65% in size
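Screening used galactose-induced yeast with toxic alpha-synuclein levels, exposed to compound for 24 hr at 30 deg C. Cell growth, read with BacTiter-Glo luminescence, gave the measured signal.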
PTHR1 agonist = qHTS for PTHR1 Agonists: Primary Screen. Parathyroid hormone/parathyroid hormone-related peptide receptor (Homo sapiens), Q03431. HEK293 GP2 PTHR1 cells, GloSensor cAMP luminescence, 1 h. Potency, µM (titrated, usually from 115 µM), inactives show at the highest dose activation, hits mostly activators. hit rate 0.075% among 410,000. AID 743266, 2014; further: potency means the concentration at half of the fitted maximal effect; nearly all actives have a fitted effect of over 55% in size; some results filed as inactive show a strong effect at the top dose; inactives centre near -15; many of its hits are not listed in these tables
Target sequence (Q03431 whole entry, looked up): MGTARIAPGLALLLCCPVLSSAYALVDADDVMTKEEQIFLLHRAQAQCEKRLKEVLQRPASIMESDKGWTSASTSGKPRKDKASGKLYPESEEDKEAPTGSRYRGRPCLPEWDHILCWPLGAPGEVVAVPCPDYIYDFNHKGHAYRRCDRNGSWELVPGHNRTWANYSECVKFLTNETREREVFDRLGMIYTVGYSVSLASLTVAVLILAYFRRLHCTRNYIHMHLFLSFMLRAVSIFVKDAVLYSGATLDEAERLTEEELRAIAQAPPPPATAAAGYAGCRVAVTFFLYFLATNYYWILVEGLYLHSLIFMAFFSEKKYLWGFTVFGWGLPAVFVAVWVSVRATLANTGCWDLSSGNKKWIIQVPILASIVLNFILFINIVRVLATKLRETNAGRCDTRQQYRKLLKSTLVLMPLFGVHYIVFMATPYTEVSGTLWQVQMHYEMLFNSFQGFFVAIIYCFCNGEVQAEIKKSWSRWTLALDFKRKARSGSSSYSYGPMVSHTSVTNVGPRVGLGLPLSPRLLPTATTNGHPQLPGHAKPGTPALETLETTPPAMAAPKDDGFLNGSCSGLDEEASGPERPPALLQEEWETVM
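HEK-293-derived GP2 cells expressing PTHR1 and a GloSensor cAMP reporter, 3,000/well, plated overnight, given luciferin plus IBMX (each 0.5 mM as added) for 1 h at 37 °C, then compound for 1 h at 37 °C. Luminescence was read after 15 min at room temperature.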
KB-V1 MDR tox = qHTS assay for MDR1-selective chemotherapeutics: Primary screen using the drug-selected MDR subline cells KB-V1; KB-V1 MDR cells viability, CellTiter-Glo, 72 h; Potency, µM (titrated, usually from 46.1 µM), without a hit: at the highest dose activity change, negative = cytotoxicity, hits mostly cytotoxic; hit rate 3.4% among 400,000; AID 1347076, 2019; further: potency means the concentration at half of the fitted maximal effect; on the % scale 0 is the no-effect control and ±100 the full control effect; nearly all actives have a fitted effect of over 60% in size
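Luminescent ATP read-out (CellTiter-Glo, 10 min) measures survival of drug-selected KB-V1 MDR cells after 72 h, 37 degrees C compound exposure. Medium: phenol-red-free DMEM, 10% FBS. Values from fitted concentration-response curves.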
D3 antag = qHTS of D3 Dopamine Receptor Antagonist: qHTS; hit rate 2.5% among 360,000; max response, negative = inhibition, %; D3R cells, DiscoveRx beta-arrestin luminescence, antagonist mode; active compounds read low; D(3) dopamine receptor (Homo sapiens), P35462; in the data active means max response below about -50%; inconclusive means no clear call, values can overlap the other calls; further: on the % scale 0 is the no-effect control and ±100 the full control effect; mostly tested at two doses, the higher about 12 µM
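Cells expressing the human receptor were seeded at 1500 cells/well, incubated overnight at 37 degrees C in 5% CO2, then exposed to library compounds with dopamine controls for 90 minutes at 37 degrees C before luminescent detection.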
GLP1R cytotox = qHTS of GLP-1 Receptor Inverse Agonists: Cytotox Screen; HEK293 cAMP-luciferase reporter cells, luminescence, 24 h; Potency, µM (series often up to 38.3 µM), without a hit: at the highest dose activity change, negative = inhibition, hits mostly inhibitors; hit rate 0.13% among 410,000; AID 624418, 2012;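 further: loss of luciferase light is scored as toxicity; potency means the concentration at half of the fitted maximal effect; on the % scale 0 is the no-effect control and ±100 the full control effect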
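1536-well qHTS counterscreen of the MLSMR; 200 cells/uL, 12 h pre-incubation, 23 nL cpd, 24 h at 37 deg C 5% CO2, luciferase detection reagent, 12 min RT, luminescence. Inhibition = undesired.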
Active calls of the source: *; i = inactive; ? = inconclusive; nt = no result given; & = joins results of further samples; [ ] = another dose, or the depositor's remark. Unless noted, the call rests on the fitted dose curve; in most records, active means well fitted curve in the direction sought with a large enough effect; inconclusive means small, poorly fitted or top-dose-only effect, or another doubt; inactive means no such curve, though single readings can be large; an effect the other way counts as inactive or inconclusive. Some of the compounds tested. The share of hits here may be higher or lower than overall.

Preview, 2 compounds:
SMILES | GLP-1R agonist | TDP43 rescue | D3 ag | GLP1R inv ag | aSyn yeast inh | PTHR1 agonist | KB-V1 MDR tox | D3 antag | GLP1R cytotox
CCOC(=O)c1cccc(NC(=O)C2CCCN(c3nnc(N4CCCC4=O)s3)C2)c1 (stereo not drawn) | 0% | -15% | -2 | 5% | -2% | i | -23% | 3 | 22%
CN(C)CCN(C(=O)c1ccc(Br)s1)c1nc2cc3c(cc2s1)OCCO3 | 7% | 0% | -7 | 12% | 2% | i | 19% | 0 | 4%

The list itself (from the top)
SMILES | GLP-1R agonist | TDP43 rescue | D3 ag | GLP1R inv ag | aSyn yeast inh | PTHR1 agonist | KB-V1 MDR tox | D3 antag | GLP1R cytotox
CCOC(=O)c1cccc(NC(=O)C2CCCN(c3nnc(N4CCCC4=O)s3)C2)c1 (stereo not drawn) | 0% | -15% | -2 | 5% | -2% | i | -23% | 3 | 22%
CN(C)CCN(C(=O)c1ccc(Br)s1)c1nc2cc3c(cc2s1)OCCO3 | 7% | 0% | -7 | 12% | 2% | i | 19% | 0 | 4%
CCN1CCN(C(=O)CCc2nc3ccccc3n2-c2ccccc2)CC1 | 0% | 22% | -7 | -13% | -1% | i | ? | 1 | 9%[1.53 µM]
CC1=C(C(=O)Nc2ccccc2C)C(c2ccc(C)o2)C2=C(CCCC2=O)N1 (stereo not drawn) | -13% | -23% | -5 | -26% | 9% | ? | 0% | ? | -9%
COc1cc(CO)cc(Br)c1OCC(=O)O | -1% | -17% | 2 | 3% | 0% | 3% | ? | 22 | 5%
FC(F)(F)c1nc2nc(Cl)c(Cl)nc2n1CCCN1CCOCC1 | -3% | -13% | -19 | 9% | -1% | -4% | -4% | -57* | 3%
O=C(O)c1cc(Cl)ccc1-c1ccc(/C=C/c2cc(C(F)(F)F)[nH]c(=O)n2)o1 | 0% | -16% | 6 | 11% | 2% | -10% | ? | -2 | nt
COc1cc(-c2cc(C(=O)OCC(=O)NC3CC3)c3ccccc3n2)cc(OC)c1OC | 21% | -3% | 32* | -5% | 3% | i | -3% | 58 | -12%
COc1ccc2nc(N3C(=O)C(O)=C(C(=O)c4ccco4)C3c3ccccc3OC)sc2c1 (stereo not drawn) | 0% | -8% | 2 | -15% | -11% | -25% | ? | 0 | -7%
Cc1ccc(S(=O)(=O)Nc2nc3ccccc3nc2NCc2ccco2)cc1C | -10% | -2% | -3 | ? | 26% | i | 0% | 16 | 78%[activator]
CCCCCc1cc(=O)oc2c(C(CCN(CC)CC)c3ccc(N(C)C)cc3)c(OC)cc(OC)c12 (stereo not drawn) | 2% | 14% | -37 | ? | 1% | i | ? | -16 | -52%
CC(C)(CO)C(O)C(=O)NCCC#N (stereo not drawn) | -6% | 6% | 2 | -15% | 7% | -16% | ? | 9 | -11%
CN(C)c1ccccc1C(=O)N1CCCC(Nc2ccc(F)cc2)C1 (stereo not drawn) | -4% | -14% | -20 | ? | 5% | -35% | 0% | 8 | 3%
Cc1ccc(Nc2sc(C(=O)c3ccccc3)c(N)c2C(N)=O)cc1 | nt | -18% | 8 | ? | nt | -6% | -14% | nt | -3%
CC(=O)Nc1ccc(/C=N/NC(=O)c2cc3ccccc3nc2C)cc1 | -5% | 12% | 2 | -1% | 3% | i | 9% | 4 | -3%
Cc1ccc(NC(=O)NC(C)c2c(-n3cccc3)sc(C)c2C)cc1F (stereo not drawn) | nt | 16% | 2 | ? | nt | -40%[inhibitor] | nt | nt | -28%
Cc1cccc(C)c1NC(=O)NC1(C(=O)N2CCCC2)CCCCC1 | 1% | 4% | -5 | -17% | -11% | i | -1% | -14 | 24%
O=C1Nc2c(c(=O)[nH]c(=O)n2Cc2ccccc2)C1(NS(=O)(=O)c1ccccc1)C(F)(F)F (stereo not drawn) | -6% | -15% | -1 | 15% | -2% | -23% | -13% | -1 | 9%
CCc1ccc(CSc2nc(-c3ccccc3F)nc3c2Cc2c(CO)cnc(C)c2O3)cc1 | nt | 9% | 7 | 10% | nt | 15% | 0% | nt | 0%
Cn1c(NCc2ccco2)nc2c1c(=O)n(Cc1ccc(Br)cc1)c(=O)n2C | 2% | -5% | -1 | -42% | 0% | -1%[57.5 µM] | 7% | -14 | -22%
CCCCCCC1CC(=O)NC(=O)N1 (stereo not drawn) | 3% | 11% | -1 | 1% | 3% | -21% | ? | 20 | 8%
O=C(CC1N=C2c3ccccc3N=C(SCC(=O)Nc3ccccc3F)N2C1=O)NCc1cccs1 (stereo not drawn) | nt | 12% | 11 | 3% | nt | -10% | 3% | nt | -11%
Cc1nn(-c2ccc(Br)cc2)c(=O)c2ccccc12 | 10% | 3% | -8 | ? | 2% | i | -17% | -1 | 0%
CCC(=O)N1CCc2cc(S(=O)(=O)CCC(=O)NCc3cccc(OC)c3)ccc21 | -2%&6% | -11%&7% | -4&-11 | 21%&7% | -18% | -41%&-19%[inhibitor] | -18%&17% | -3 | 4%&0%
CC1CCN(CC(=O)Nc2ccc(S(=O)(=O)N3C(C)CCCC3C)cc2)CC1 (stereo not drawn) | 4% | 12% | -15 | 5% | 6% | i | ? | -20 | 7%
CCc1ccc(C(=O)NNc2ccc(F)cc2)cc1 | 0% | -3% | -2 | ? | 8% | i | 0% | -5 | -16%
COc1ccc(C(=O)CSc2nncn2C)cc1 | -4% | 16% | 2 | 12% | 8% | -8% | 17% | 16 | -4%
CCC(=O)N1CC2(C)CN(C(=O)CC)CC(C)(C1)C2 | -8% | 3% | 3 | -1% | 2% | i | 13% | -13 | 2%
CC(=O)Nc1ccc(S(=O)(=O)Nc2cc(C)cn(Cc3ccc(C)cc3)c2=O)cc1 | 10% | 17% | 2 | 34%[activator] | -2% | -22% | -43% | -12 | 0%
S=c1[nH]nc(-c2ccc3ccccc3n2)n1-c1ccc(Cl)cc1 | 2% | -12% | 3 | 0% | -1% | -1% | 0% | 45 | ?
Cc1ccsc1/C=N/NC(=O)Cn1cnc2ccccc21 | 0% | -20% | -5 | -9% | -5% | i | -16% | -1 | 8%
O=C(CCc1ccccc1)Nc1ccccc1[N+](=O)[O-] | 17% | ? | 3 | 0% | 0% | -16% | -4% | 18 | -3%[1.53 µM]
CC1(C)CC(=O)N(c2ccc(Cl)c(Cl)c2)C(=O)C1 | 1% | ? | 7 | -20% | 9% | i | 2% | 14 | 3%
CC(=O)Nc1ccc(-c2ccnc3c2CC(C)(C(=O)NCC2CCOCC2)O3)cc1 (stereo not drawn) | -4% | 4% | 3 | ? | -3% | -1% | 5% | -8 | -14%
CCn1cc(C(=O)NCCc2ccccc2)c(=O)c2cc(S(=O)(=O)N(C)C3CCCCC3)ccc21 | 0% | 4% | 5 | 6% | nt | 13% | -7% | nt | 14%
O=C(N1CCC(n2nc(-c3ccccc3)oc2=O)CC1)C1(c2ccc(Cl)cc2)CC1 | 19% | 22µM* | 0 | ? | ? | -32%[inhibitor] | -11% | -1 | -8%
CSc1ccc(C(=O)C2CCCN(C(=O)CCc3c(C)nn(C)c3C)C2)cc1 (stereo not drawn) | -2% | 17% | 3 | 1% | -4% | -86%[inhibitor] | nt | -18 | 16%
CCN1CCN(C(=S)Nc2ccc(Cl)cc2)CC1 | -11% | 9% | -18 | ? | -4% | i | 14% | ? | -3%
O=C(O)C1CCCN(C(=O)/C=C/c2ccccc2)CC1 (stereo not drawn) | 4% | 0% | 6 | 0% | -2% | -14% | -1% | 9 | -11%
Cc1ccc(NC(=O)Nc2cnccn2)cc1 | 8% | 8% | 4 | 17% | 1% | i | 2% | 0 | 2%
CCCNC(=O)COC(=O)c1ccc(N2CCCC2)c([N+](=O)[O-])c1 | 5% | 5% | -8 | 7% | 0% | i | -25% | -8 | 8%
O=C(CCSc1nc(-c2ccco2)cc(C(F)(F)F)n1)NCC1CCCO1 (stereo not drawn) | 8% | 7% | 7 | -15% | 0% | i | -9% | -6 | -23%
O=C(Nc1ccc(CN2CCOCC2)cc1)c1ccco1 | 0% | -16% | -10 | ? | 1% | i | -10% | 7 | -9%
COc1ccc(C(=O)Nc2nc(C)c3cc4c(cc3n2)OCO4)cc1 | 4% | -14%[0.397 µM] | -8 | -13% | -3% | i | -1% | -8 | 2%
CC1CCN(C2=C(NS(=O)(=O)c3ccc(Cl)cc3)C(=O)c3ccccc3C2=O)CC1 | 7% | -7%[0.397 µM] | 0 | 14% | -8% | i | 7% | -1 | -11%
CN(CC(=O)Nc1cccc(F)c1)C(=O)CCC1CCCCC1 | 2% | 13% | -18 | -36% | 3% | -15% | -21% | -26 | 2%
CC(C(=O)N1CCc2ccccc21)N1CCc2ccccc2C1 (stereo not drawn) | 3% | 9% | -7 | 0% | -3% | i | 15µM* | -86* | 2%
COc1ccccc1CC(=O)Nc1cccc(C(=O)Nc2nccs2)c1 | 8% | 2% | 7 | -10% | -4% | -19% | 0% | -3 | 0%
CCOC(=O)C1(Cc2ccccc2)CCN(Cc2nccn2CC)CC1 | 6% | -20% | -17 | ? | 0% | i | -25% | -4 | ?
COc1ccc(CN(C)C(c2ccccc2)c2nnnn2-c2ccccc2C)c(OC)c1C (stereo not drawn) | 2% | -6% | -12 | 10µM* | -11% | -1% | -29% | 0 | 1%
CC1([N+](=O)[O-])COC(C=Cc2ccccc2)OC1 (stereo not drawn) | 14% | -10% | -3 | 5% | 5% | i | 0% | -21 | -4%
COc1cccc(C2=CC(=O)C[C@H](c3ccc(F)cc3)C2)c1OC | 10% | ? | -7 | -8% | 0% | -46%[inhibitor] | -7% | -8 | 2%
